SIAE primary – human SIAE inhibitors, primary screen, biochemical, fluorescence polarization, FP-Rh probe, 1536-well HTS | Sialate O-acetylesterase (Homo sapiens), Q9HAT2 | SIAE FP-Rh probe binding | inhibition, % at 9.66 µM | actives 0.69% (n = 370,000) | AID 1053197, 2014;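 active means inhibition above a cutoff: mean of compounds within the control limits plus 3 SD of those, cut at about 17% in these data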;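 further: 0% = plate median of compound wells and 100% = probe without SIAE protein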
Target sequence (Q9HAT2 whole entry, looked up): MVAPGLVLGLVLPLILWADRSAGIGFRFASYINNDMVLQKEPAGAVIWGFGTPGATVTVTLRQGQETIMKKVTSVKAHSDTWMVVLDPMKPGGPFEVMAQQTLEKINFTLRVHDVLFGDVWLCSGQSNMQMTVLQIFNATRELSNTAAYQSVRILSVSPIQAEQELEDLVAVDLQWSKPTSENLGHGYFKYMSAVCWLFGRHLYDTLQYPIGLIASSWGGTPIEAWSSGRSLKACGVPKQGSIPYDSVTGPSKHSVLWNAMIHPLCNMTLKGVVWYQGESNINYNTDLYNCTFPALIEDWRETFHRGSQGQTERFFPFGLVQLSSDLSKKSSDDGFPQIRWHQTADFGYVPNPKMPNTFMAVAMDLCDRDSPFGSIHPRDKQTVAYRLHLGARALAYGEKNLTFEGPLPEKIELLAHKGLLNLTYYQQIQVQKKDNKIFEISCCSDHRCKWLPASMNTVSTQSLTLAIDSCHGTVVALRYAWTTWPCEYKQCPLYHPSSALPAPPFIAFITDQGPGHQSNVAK
PRMT1 inh – PRMT1 methyltransferase inhibitors, primary screen, biochemical, fluorescence polarization. recombinant PRMT1, activity-based probe fluorescence polarization. inhibition, % at 2.79 µM. actives 1.3% (n = 370,000). AID 652257, 2013;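 active means inhibition above about 21% made by adding two undisclosed values, limit read from the data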
Target sequence (Q99873 whole entry, looked up): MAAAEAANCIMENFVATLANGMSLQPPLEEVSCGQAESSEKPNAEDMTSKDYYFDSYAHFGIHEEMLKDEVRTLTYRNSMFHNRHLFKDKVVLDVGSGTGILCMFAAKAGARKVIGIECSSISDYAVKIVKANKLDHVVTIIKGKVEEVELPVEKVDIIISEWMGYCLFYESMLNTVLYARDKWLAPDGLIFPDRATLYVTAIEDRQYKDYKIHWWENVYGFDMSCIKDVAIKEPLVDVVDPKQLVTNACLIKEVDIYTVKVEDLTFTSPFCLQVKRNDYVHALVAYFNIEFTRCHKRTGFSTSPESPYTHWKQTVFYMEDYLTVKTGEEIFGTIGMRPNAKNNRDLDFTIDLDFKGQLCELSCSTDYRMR
HTRA1 inhibitor – HTRA1 serine protease inhibitors, primary screen, biochemical, fluorescence polarization, HTS; actives 0.5% (n = 340,000); recombinant HTRA1, FP-rhodamine activity-based probe; Q92743; inhibition, % at 5.96 µM; in the data active means inhibition above about 36%;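 further: 0% = enzyme with DMSO and 100% = wells lacking enzyme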
rCAG RNA binder – binders of r(CAG) RNA repeats, primary screen, biochemical, fluorescence | actives 1.3% (n = 370,000) | r(CAG) RNA repeat, TO-PRO-1 dye displacement fluorescence | inhibition, % at 3 µM | AID 651821, 2012;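 active means inhibition above the plate cutoff, the mean of all test compounds on that plate plus 3 SD, cut at about 35% in these data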;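 further: 0% = DMSO alone and 100% = 100 µM mitoxantrone as full dye displacement; higher means more dye released from RNA so lower well fluorescence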
ABHD4 inh – ABHD4 inhibitors, primary screen, biochemical, fluorescence polarization, mouse; actives 0.54% (n = 370,000); inhibition, % at 8.92 µM; purified mABHD4, FP-Rh probe fluorescence polarization;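 active means inhibition exceeding the mean over every tested compound plus 3 SD, cut at about 30% in these data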;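 further: 0% = plate median of compound wells and 100% = S159A mutant with DMSO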
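system = mouse ABHD4 enzyme, wild type | medium = HEPES pH 7.0, NaCl, Pluronic buffer | also added = FP-Rh probe | incubation = Enzyme–compound pre-incubation 45 min, then probe 60 min, both 25 °C | technique = fluorescence polarization, excitation 525 nm, emission 598 nm, BODIPY TMR filters | controls = S159A mutant high control, sample median low control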
TCR CD3 inh – inhibitors of human TCR-CD3 interaction, primary screen, biochemical, fluorescence, TAMRA-labeled TCR probe; actives 0.37% (n = 360,000); inhibition, % at 9.4 µM; in the data active means inhibition above about 19%;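 further: recombinant mutant TCR 2C K166C tagged with TAMRA read by polarization; 0% = receptor in buffer alone and 100% = receptor with positive control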
PG9 binder – binders of HIV-1 gp120 antibody PG9, primary screen, biochemical, TR-FRET. TR-FRET gp120-PG9 antibody binding. AID 624416, 2012. actives 0.43% (n = 360,000). HIV-1 gp120 / PG9 antibody interaction. inhibition, % at 6.7 µM; in the data active means inhibition above about 8.5%
Rev-erbA mod – modulators of Rev-erb alpha DNA binding, primary screen, biochemical, FITC-DNA, fluorescence polarization, uHTS. activity, % at 10 µM. Rev-erbα–FITC-DNA binding, 90 min. actives 0.79% (n = 370,000);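 active means activity above about 14%, limit read from the data; passing the limit was not always enough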;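 further: 0% = DMSO wells with 35 nM protein and 100% = DMSO wells with 750 nM protein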
LEDGF integ inh – blockers of LEDGF/p75-dependent integrase strand transfer – biochemical, TR-FRET, high throughput, primary screen; HIV-1 integrase (with human LEDGF/p75); TR-FRET IN-LEDGF/p75 DNA integration, Eu/Cy5; inhibition, % at 3.7 µM; actives 0.64% (n = 370,000);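 active means inhibition above the screen-wide mean plus 3 SD, cut at about 13% in these data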;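 further: signal is the Cy5 over europium emission ratio at 671 and 618 nm; 0% = plate median of compound wells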
TDP2 inh – human TDP2 enzyme inhibitors, primary screen, biochemical, epi absorbance, recombinant enzyme; AID 720702, 2013; inhibition, % at 12.8 µM; T5PNP hydrolysis, p-nitrophenol absorbance 415 nm; actives 0.34% (n = 370,000); Tyrosyl-DNA phosphodiesterase 2 (Homo sapiens), O95551;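 active means inhibition above the mean of all tested compounds plus 3 SD, set per campaign, cut at about 25% in these data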;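 further: 0% = DMSO with enzyme and 100% = buffer with substrate but no TDP2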
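Read-out basis: percent inhibition. System: recombinant human TDP2. Buffer or medium: Mg2+-containing Tris-HCl buffer, pH 7.5. Repeats: single replicate. Timing: reaction 2 h, 37 °C. Benchmarks: high control without enzyme, low control DMSO plus TDP2. Probe or stimulus: 5 mM T5PNP. Doses: 12.8 µM only. Measured by: epi absorbance of p-nitrophenol freed from T5PNP by hydrolysis.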
* marks the source's active call; other numbers are inactive results; x = not tested or not shown; & = joins results of further samples. These rows are one share of the data; count on the stated rates, not on these rows.

SMILES	SIAE primary	PRMT1 inh	HTRA1 inhibitor	rCAG RNA binder	ABHD4 inh	TCR CD3 inh	PG9 binder	Rev-erbA mod	LEDGF integ inh	TDP2 inh
Cc1cccc(Cc2nnc(NC(=O)c3cccc(S(=O)(=O)N4CCOCC4)c3)s2)c1	3	-2	-1	7	2	-3	1.4	0	-3	5
Cc1nnn(-c2nonc2N)c1C(=O)NNC(=O)c1ccc(Cl)c(Cl)c1	12	-3	3	5	-1	-1	-2.0	-3	0	10
N#CC1(NC(=O)COc2ccc(C(N)=O)cc2)CCCC1	9	-2	-3	1	4	1	0.3	2	0	-9
CC1=C(/C=C/C(C)=C/C=C/C(C)=C/C(=O)Nc2ccc(O)cc2)C(C)(C)CCC1	4&8	8&3	27&29	12&14	6&0	2&4	-1.1&-2.5	-9&0	-2&0	-8&-7
COC(=O)[C@@]12C[C@@H](CC(=O)NCC3CCCCC3)C(=O)N(CCc3ccc(OC)c(OC)c3)C1=CCC(C)(C)C2	-3	5	x	3	5	-6	1.3	-1	-2	-4
COc1ccc(-c2coc3c(C(=O)NCC4CC4)cccc23)c(C)c1	-5	8	x	1	-5	-5	-0.1	0	-3	1
COC(=O)C[C@@H]1CC[C@@H](NC(=O)Nc2cc(F)ccc2F)[C@@H](CO)O1	6	2	x	0	5	-5	1.0	-5	3	12
COc1ccc(N2CCN(C(=O)C3CCN(S(=O)(=O)c4ccc5c(c4)oc(=O)n5C)CC3)CC2)cc1	4	-2	6	1	2	-13	-0.8	-3	-3	-11
CCN(CC(=O)Nc1c(F)cccc1F)C(=O)c1cccc(S(=O)(=O)N(C)c2ccccc2)c1	0	-1	2	-2	-3	-3	0.0	-2	0	-6
COc1nonc1NCn1nc(C)cc1C	-1	2	8	1	-11	0	-1.5	-7	2	3
CS(=O)(=O)N1CCCC(C(=O)NCc2ccccn2)C1 (configuration not stated)	7	0	-1	-1	4	5	-1.9	6	-1	9
CN=c1sc2ccccc2n1CC(O)c1ccccc1 (configuration not stated)	1	1	-5	-3	3	-2	1.2	-2	-4	-4
COc1cc(CO)ccc1OCC(=O)Nc1ccc(Br)cc1	-4	1	-2	1	-3	6	1.1	4	0	3
CCOC(=O)c1oc2nc(C(C)C)c3c(c2c1N)CCC3	-3	3	-14	-3	2	3	1.1	-6	0	5
CCOc1ccc(NC(=O)NNC(=O)c2ccc3ccccc3c2O)cc1	21*	1	18	29	28	32*	-2.4	-3	0	-11
Brc1ccc(-c2nc(-c3cccnc3)no2)o1	0	-1	-1	-3	1	1	-0.9	0	-1	10
COc1ccc(C(=O)N/C(=C\c2ccc3c(c2)OCO3)C(=O)N2CCOCC2)cc1	-1	-3	1	0	-6	-8	-0.9	2	3	-10
CC(C)(C)Nc1nc(Cl)nc(NC2CCCCC2)n1	-7	1	3	-3	3	8	-2.9	1	3	-3
CCN(CC(=O)Nc1ccc(NC(C)=O)cc1)C(=O)c1ccc2c(c1)OCO2	4	2	2	1	-4	-3	-2.2	-4	-1	2
COC(=O)[C@@]12C[C@@H](CC(=O)NCc3ccccc3)C(=O)N(Cc3ccc4c(c3)OCO4)C1=CCC(C)(C)C2	-4	2	x	3	-9	7	-2.4	1	6	1
Nc1ccc(Cl)c(NC(=O)c2cccs2)c1	1	1	-5	4	3	1	0.5	0	-9	-9
COc1ccc(CCNC(=O)CSc2n[nH]c(N)n2)cc1	7	0	1	3	-4	-8	-0.8	-1	1	-11
CN1CCN(c2ccc(NC(=O)c3ccccc3Br)cc2)CC1	1	0	5	-2	5	1	1.0	0	5	4
CCOC(=O)c1c(NC(=O)CC2SC(N)=NC2=O)sc2c1CCCC2 (configuration not stated)	-3	1	-5	6	-2	12	-3.1	-4	4	3
COc1cccc(CNc2cnc3ccccc3c2)c1O	0	-3	-6	-4	4	4	1.9	-8	1	-8

(more compounds)
SMILES	SIAE primary	PRMT1 inh	HTRA1 inhibitor	rCAG RNA binder	ABHD4 inh	TCR CD3 inh	PG9 binder	Rev-erbA mod	LEDGF integ inh	TDP2 inh
CCOc1ccc(NS(=O)(=O)c2ccc(C(=O)NNC(=O)c3ccccc3O)cc2)cc1	9	-1	22	35*	-1	23*	-0.3	3	-9	-12
COc1cc(OC)nc(/N=C/NO)n1	-3	-4	x	-1	-2	6	-3.8	3	4	-1
O=C(CSc1nnnn1-c1ccccc1)NC(=O)NCc1ccco1	-5	15	0	9	-9	0	-0.8	-18	12	-18
CCOC(=O)[C@]12CCC=C1N(Cc1ccccc1)C(=O)[C@H](CC(=O)N1CCOCC1)C2	3	-2	x	3	-1	3	1.0	3	-3	-6
O=C1c2cccnc2-c2ncccc21	1	2	1	1	0	3	-1.0	6	1	-9
CC1(C)c2[nH]c3ccccc3c2C[C@@H]2C(=O)N(Cc3ccccc3)C(=O)N21	1	0	-26	3	-8	1	-1.4	5	1	5
COc1ccc(/C=N/NC(=O)c2sccc2C)c2ccccc12	5	-2	-3	3	-1	0	0.7	2	-1	-1
Nc1nc(-c2ccc(Cl)cc2)cc(C(F)(F)F)n1	-1	3	-4	1	-2	-2	-1.1	-4	0	-1
CC(C)(C)c1ccccc1OCCCCCn1ccnc1	-1	-1	0	-6	16	5	0.2	0	10	1
CC(C)C[C@H]1CN=C(Nc2ccccc2)N1CCc1ccc(F)cc1	-2	3	-3	2	-3	-5	0.5	-2	-2	-6
CCCCN1C(=O)c2ccc(C(=O)NC3=NCCS3)cc2C1=O	-4	1	-2	-1	-5	-2	-0.5	2	-3	4
O=C1COc2ccc(C(=O)CSc3nnc(Cc4cccs4)n3-c3ccccc3)cc2N1	-4	0	-14	0	-1	3	0.6	6	-3	-3
Cc1sc2ncnc(Nc3ccc(O)cc3)c2c1C	-2	7	8	0	2	-6	1.0	-3	-5	-2
COc1cc(OC)cc(-c2noc([C@H]3C[C@H](O)[C@@H](CO)O3)n2)c1	-5	5	x	2	1	-7	-1.3	10	-1	-11
COc1ccc(S(=O)(=O)Nc2ccc(-n3cnnn3)cc2)cc1[N+](=O)[O-]	-2	2	-1	-1	1	-2	-0.7	0	2	-4
Cc1cc2cc3c(=O)[nH]c(=O)cc-3n(CC(O)C(O)C(O)CO)c2cc1C (configuration not stated)	-19	15	1	-2	-12	11	-24	-9	1	3
CC(C)(O)C#Cc1ccc(C(=O)N2CCCC(CCC(=O)NCc3ccccc3F)C2)cc1 (configuration not stated)	5	-2	2	-12	1	6	0.9	-3	2	8
O=C(CCN1c2ccccc2Sc2ccccc21)OCc1nnc(-c2ccccc2)o1	5	1	5	-4	11	-2	0.6	3	-3	18
O=C(N=NC(=O)c1ccc2c(O)n(C3CCCCC3)c(O)c2c1)c1cccnc1	2	-2	1	11	-6	-4	-1.7	4	6	-14
O=[N+]([O-])c1ccccc1S(=O)(=O)Nc1cccc2cccnc12	3	0	x	5	-2	-4	-1.3	-2	-38	10
COc1ccc(C)cc1S(=O)(=O)N1CCCC(N2CCOCC2)C1 (configuration not stated)	-3	1	1	3	-5	-1	-1.4	-3	4	-15
COc1ccc(C(=O)Nc2cc(S(=O)(=O)N3CCCCC3)ccc2OC)cc1	9	2	5	17	-5	7	-0.7	-7	-4	6
COc1ccc(C2CC(c3ccc(OC)cc3)n3nc(NC(=O)c4cccs4)nc3N2)cc1 (configuration not stated)	-5	0	-5	4	-2	-2	2.1	3	-4	-1
COc1cc(-c2nnc(SCC(=O)Nc3ccc(C(=O)O)cc3)o2)cc(OC)c1OC	0	0	6	1	2	7	-0.6	-3	2	1
CC1=NN(c2ccc(C(=O)O)cc2)C(=O)CC1	-1	-5	7	6	-1	5	-1.2	2	3	-2

Looked up above:
O=[N+]([O-])c1ccccc1S(=O)(=O)Nc1cccc2cccnc12 @ TDP2 inh: 10
CC1=NN(c2ccc(C(=O)O)cc2)C(=O)CC1 @ LEDGF integ inh: 3

Of the compounds above, these have four or more nitrogen atoms:
SMILES	SIAE primary	PRMT1 inh	HTRA1 inhibitor	rCAG RNA binder	ABHD4 inh	TCR CD3 inh	PG9 binder	Rev-erbA mod	LEDGF integ inh	TDP2 inh
Cc1cccc(Cc2nnc(NC(=O)c3cccc(S(=O)(=O)N4CCOCC4)c3)s2)c1	3	-2	-1	7	2	-3	1.4	0	-3	5
Cc1nnn(-c2nonc2N)c1C(=O)NNC(=O)c1ccc(Cl)c(Cl)c1	12	-3	3	5	-1	-1	-2.0	-3	0	10
COc1ccc(N2CCN(C(=O)C3CCN(S(=O)(=O)c4ccc5c(c4)oc(=O)n5C)CC3)CC2)cc1	4	-2	6	1	2	-13	-0.8	-3	-3	-11
COc1nonc1NCn1nc(C)cc1C	-1	2	8	1	-11	0	-1.5	-7	2	3
CC(C)(C)Nc1nc(Cl)nc(NC2CCCCC2)n1	-7	1	3	-3	3	8	-2.9	1	3	-3
COc1ccc(CCNC(=O)CSc2n[nH]c(N)n2)cc1	7	0	1	3	-4	-8	-0.8	-1	1	-11
COc1cc(OC)nc(/N=C/NO)n1	-3	-4	x	-1	-2	6	-3.8	3	4	-1
O=C(CSc1nnnn1-c1ccccc1)NC(=O)NCc1ccco1	-5	15	0	9	-9	0	-0.8	-18	12	-18
O=C1COc2ccc(C(=O)CSc3nnc(Cc4cccs4)n3-c3ccccc3)cc2N1	-4	0	-14	0	-1	3	0.6	6	-3	-3
COc1ccc(S(=O)(=O)Nc2ccc(-n3cnnn3)cc2)cc1[N+](=O)[O-]	-2	2	-1	-1	1	-2	-0.7	0	2	-4
O=C(N=NC(=O)c1ccc2c(O)n(C3CCCCC3)c(O)c2c1)c1cccnc1	2	-2	1	11	-6	-4	-1.7	4	6	-14
COc1ccc(C2CC(c3ccc(OC)cc3)n3nc(NC(=O)c4cccs4)nc3N2)cc1 (configuration not stated)	-5	0	-5	4	-2	-2	2.1	3	-4	-1
